# hcGAS lum – human cGAS inhibition | Q8N884 | recombinant h-cGAS, ATP depletion, Kinase-Glo luminescence | inhibition, % at 12.5 µM | hit rate 0.081% among 290,000 | AID 1259398;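 also: 0% = vehicle reaction and 100% = reaction without DNA for no activity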
# Target sequence (Q8N884 whole entry, looked up): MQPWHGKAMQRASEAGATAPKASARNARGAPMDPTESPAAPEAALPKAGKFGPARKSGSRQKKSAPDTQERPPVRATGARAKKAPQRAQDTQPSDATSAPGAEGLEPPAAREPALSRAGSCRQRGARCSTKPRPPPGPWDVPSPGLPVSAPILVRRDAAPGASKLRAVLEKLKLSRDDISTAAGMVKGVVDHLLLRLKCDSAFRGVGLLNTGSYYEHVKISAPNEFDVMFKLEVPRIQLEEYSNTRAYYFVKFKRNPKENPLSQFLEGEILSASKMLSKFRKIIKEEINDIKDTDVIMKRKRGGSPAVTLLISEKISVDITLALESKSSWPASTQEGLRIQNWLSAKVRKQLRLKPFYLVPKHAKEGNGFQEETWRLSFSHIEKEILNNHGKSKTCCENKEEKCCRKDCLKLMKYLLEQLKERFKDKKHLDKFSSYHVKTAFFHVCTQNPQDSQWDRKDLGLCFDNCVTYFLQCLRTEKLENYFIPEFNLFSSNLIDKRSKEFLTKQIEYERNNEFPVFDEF
# mcGAS lum – mouse cGAS inhibition by luminescence. hit rate 0.15% among 160,000. Q8C6L5. inhibition, % at 12.5 µM. recombinant cGAS, Kinase-Glo ATP depletion luminescence;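 also: 0% = negative control wells and 100% = reference inhibitor with no enzyme activity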
# NPYLR7 ag – activates Aedes aegypti NPYLR7 receptor | AID 1259423 | hit rate 0.15% among 270,000 | activation, % at 10 µM | HEK293T NPYLR7/Galpha15, GCaMP6s calcium fluorescence; in the data active = activation above about 40%;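 also: 0% = vehicle and 100% = reference agonist at the receptor; some compounds past the cut are filed as inactive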
# The depositor's hits bear a star; / = no result given. Rule as the data show it, unless noted: active = inhibition above about 40%; inactive = the rest. No enrichment for hits. About 0.29% of those tested had a hit in this group.
molecule | hcGAS lum | mcGAS lum | NPYLR7 ag
COc1ccc(-c2cc(NC(=O)c3ccc(F)cc3Cl)n(-c3ccc(C)cc3)n2)cc1 | -2.0 | -6.1 | 28.8
COc1cccc(/C=C2/NC(=S)NC2=O)c1 | -2.0 | -4.0 | -9.3
COc1ccccc1C(NC(=O)C1CCN(CCOc2ccc(F)cc2)CC1)c1ccccn1 (stereo unspecified) | 2.8 | 0.2 | -8.1
Cc1cc2ncn(-c3cncnc3)c2cc1C | -9.6 | / | 1.1
Fc1ccc(CSc2ncnc3sc4c(c23)CCC4)cc1 | -6.0 | / | 0.2
COC(=O)c1c2c(nc3c1c(-c1ccc(OC)cc1)nn3C1CCS(=O)(=O)C1)CCC2 (stereo unspecified) | -11.4 | / | 11.4
CC(C(=O)Nc1ccc2nc(C3CCCO3)[nH]c2c1)c1ccsc1 (stereo unspecified) | -5.2 | -15.0 | 2.3
Cc1ccc(C2=N/C(=C\c3ccc(Br)o3)C(=O)O2)cc1 | -1.6 | -6.4 | 15.5
CC(C)c1cc(C(=O)Nc2ccc(S(=O)(=O)C(F)F)cc2)on1 | -19.0 | / | 5.4
Cc1cc(-c2nnc(NC(=O)CCS(=O)(=O)c3ccccc3)o2)nn1C | -1.8 | -4.7 | -7.0
CC[C@@]1(C(=O)O)C[C@H](C(=O)NCc2ccoc2)[C@H](c2ccc(OC)cc2)N1C | -1.5 | -9.8 | 0.7
c1cn(CC2CCCN(Cc3cc4n(n3)CCNC4)C2)cn1 (stereo unspecified) | 1.5 | / | 7.4
COC(=O)C1=C(C)N(C)C(C)=C(C(=O)OC)C1c1ccsc1 | -4.1 | -8.0 | -0.7
CS(=O)(=O)NC(=O)C1(c2ccc(Cl)c(Cl)c2)CCC1 | -6.8 | / | 3.2
O=[N+]([O-])c1cc(S(=O)(=O)N2CCCC2)ccc1NN=C1CCCC1 | -7.5 | / | -1.3
COc1ccc(N2C(=O)/C(=C3/C(=O)N(C)c4ccccc43)SC2=S)cc1 | -8.5 | -4.5 | 6.1
Cc1ccc2nc(C)c(NC(=O)c3ccc(Br)o3)c(=O)n2c1 | 0.5 | / | -1.0
CCc1nnc2nc(N3CCN(C(=O)CCC4CCCC4)CC3)cc(C)n12 | -14.5 | -6.8 | /
CCCCC1CN(CCNC(=O)c2cccc(N3CCNC3=O)c2)Cc2ccccc2O1 (stereo unspecified) | -11.3 | -11.8 | 31.6
CCOC(=O)C1=NN(c2ccc(OCC)cc2)C2=NC(C)=C(C(=O)OC)C(c3ccc(C)cc3)N12 (stereo unspecified) | -11.8 | / | -6.7

# Compounds listed so far that have a Cl atom (two):
molecule | hcGAS lum | mcGAS lum | NPYLR7 ag
COc1ccc(-c2cc(NC(=O)c3ccc(F)cc3Cl)n(-c3ccc(C)cc3)n2)cc1 | -2.0 | -6.1 | 28.8
CS(=O)(=O)NC(=O)C1(c2ccc(Cl)c(Cl)c2)CCC1 | -6.8 | / | 3.2

# Additional structures.
molecule | hcGAS lum | mcGAS lum | NPYLR7 ag
Cc1nc(-c2cc(O)cc(CCC3CCCCN3)c2)cc(-n2cccn2)n1 (stereo unspecified) | -3.2 | -7.7 | -2.3
Cc1cc(C)c2c(n1)nn1c(Nc3ccc(Br)cc3)cc(C)nc21 | -8.1 | -8.1 | 0.1
COC(=O)C1=C(C)N(C)C(=O)NC1c1cccc(OC)c1OC (stereo unspecified) | -2.4 | -4.2 | -1.6
O=C(CSc1nc(C(F)(F)F)cc(=O)[nH]1)NCc1ccccc1Cl | -4.5 | -9.9 | 4.1
CCCCc1ccc(C(=O)N2CCSC2c2cccc(OCc3ccccc3)c2)cc1 (stereo unspecified) | -6.6 | -5.1 | -1.6
CC(C)CCC(C)NC(=O)C1(C)CCCC1 (stereo unspecified) | -6.7 | / | 8.6
CCN(C)C(=O)c1ccc(C2CCCN2C(=O)CCn2nnnc2C)s1 (stereo unspecified) | -7.4 | / | 19.8
COc1ccccc1Oc1cnc(N)nc1-c1ccc(OCc2ccc(F)cc2)cc1O | -2.9 | -6.9 | 2.3
N#C/C(=C\c1ccc(O)c(O)c1)C(=O)NCc1ccccc1 | 6.4 | -0.1 | 85.1
Cc1ccc(S(=O)(=O)N(c2ccccc2)c2ccc(O)cc2)cc1 | -4.6 | / | 5.9
CC1(C(=O)Nc2cccc(NS(C)(=O)=O)c2)CCN1Cc1ccc(OC(F)(F)F)cc1 (stereo unspecified) | -5.6 | -3.5 | -2.1
COc1nc(N2CCOCC2)nc(C)c1[N+](=O)[O-] | -11.8 | / | 10.0
C=C1CC(=O)C2=C(C)C[C@H](O)[C@@H]3[C@H](OC(=O)[C@H]3C)[C@@H]12 | -7.4 | -4.3 | -9.4
CCN1CC(NCC(=O)NCc2ccccc2OC)CC1=O (stereo unspecified) | -9.1 | -12.3 | 6.1
COCCn1c(=NC(=O)c2ccc3ncsc3c2)sc2cc(C(=O)OC)ccc21 | -6.4 | / | 0.6
COc1ccccc1NC(=O)CSc1nc(=O)n2cccc(C)c2n1 | -3.4 | / | 12.6
NC(=O)NC(=O)CN1CCN(Cc2sccc2Br)CC1 | -9.0 | -15.4 | 13.2
CCCCOc1ccc(S(=O)(=O)Nc2ccc(Cl)cc2C(=O)NCCc2ccc(OC)cc2)cc1 | 3.1 | 1.2 | 7.3
Cc1cnc(NC(=O)[C@@H](NC(=O)OC(C)(C)C)C(C)(C)C)s1 | -6.3 | / | -0.9
C=CCn1cc(CN2C[C@H]3C[C@H](O)[C@@H](O)C[C@H]3C2)c(C)n1 | -4.5 | / | 0.5

# Sorted by count of non-hydrogen atoms (largest number first): 3 of the compounds above
molecule | hcGAS lum | mcGAS lum | NPYLR7 ag
Cc1nc(-c2cc(O)cc(CCC3CCCCN3)c2)cc(-n2cccn2)n1 (stereo unspecified) | -3.2 | -7.7 | -2.3
CCN(C)C(=O)c1ccc(C2CCCN2C(=O)CCn2nnnc2C)s1 (stereo unspecified) | -7.4 | / | 19.8
COc1ccccc1NC(=O)CSc1nc(=O)n2cccc(C)c2n1 | -3.4 | / | 12.6

# One compound at a time, as listed above. Order of values: hcGAS lum	mcGAS lum	NPYLR7 ag
# Cc1nc(-c2cc(O)cc(CCC3CCCCN3)c2)cc(-n2cccn2)n1 (stereo unspecified) as listed: -3.2	-7.7	-2.3
# NC(=O)NC(=O)CN1CCN(Cc2sccc2Br)CC1 as listed: -9.0	-15.4	13.2

# Next compounds.
molecule | hcGAS lum | mcGAS lum | NPYLR7 ag
CC(C)c1nnc(NC(=O)CSc2nnc3c(n2)[nH]c2ccccc23)s1 | -2.5 | -5.5 | -0.8
CCC(=O)Nc1cccc(C2SCC(=O)N2c2ccc(C)cc2C)c1 (stereo unspecified) | -2.4 | -3.0 | /
Cc1ccc2c(c1)c(CNC(=O)c1cc(COc3ccccc3)[nH]n1)nn2C | -5.4 | -17.2 | 14.1
COc1ccc2sc(N(CCN(C)C)C(=O)c3cc(Cl)sc3Cl)nc2c1 | -5.2 | -6.9 | -2.8
Cc1ncsc1C(=O)N1C[C@H]2OC(=O)N(CCCN3CCOCC3)[C@H]2C1 | 3.1 | 0.6 | 2.7
CNC(=O)C(NC(=O)c1c(C)noc1C)c1ccc(F)c(F)c1 (stereo unspecified) | -10.8 | -15.9 | 7.7
CN1CCN(c2ccc(Br)cc2NC(=O)c2ccco2)CC1 | -17.8 | / | 8.6
CN(C)c1ccc(/C=C2\N=C(c3cccc(I)c3)OC2=O)cc1 | -4.5 | -8.4 | 17.8
CC(Oc1cccc(C(C)C)c1)C(=O)NCc1ccnc(N2CCN(C)CC2)c1 (stereo unspecified) | 12.5 | / | 6.1
Cc1cccc2sc(N(CCCN3CCOCC3)C(=O)c3ccc([N+](=O)[O-])s3)nc12 | -9.4 | -9.0 | 1.8
COCC(C)NC(=S)Nc1cc(OC)c(OC)cc1C (stereo unspecified) | -7.4 | / | 3.5
CC(=O)Nc1ccc(C(=O)COc2ccc(F)cc2Br)c(F)c1 | -7.2 | -8.3 | 2.0
CCc1ccc(-n2c(C(CC)N(CCc3ccc(OC)c(OC)c3)C(=O)Nc3ccccc3C)nc3ccccc3c2=O)cc1 (stereo unspecified) | -3.1 | -5.1 | 37.3
CCc1c(C)nc(-n2nc(C)cc2C)n(CC(=O)Nc2cccc(C)c2)c1=O | -4.6 | -8.7 | -2.9
Cc1nc(CCNC2CCN(C(=O)c3ccccc3)CC2)nc2c1CCCC2 | -5.5 | -16.2 | 0.4
CN(C)S(=O)(=O)c1cccc(C(=O)Nc2ccccc2C(C)(C)C)c1 | -5.9 | / | 5.1
CCc1cccc(NC(=O)N2CCCC(C(=O)N3CCOCC3)C2)c1 (stereo unspecified) | -0.2 | / | 0.2
CS(=O)(=O)c1ccc(Cc2n[nH]c(Cc3ccccc3)n2)cc1 | 1.6 | / | -0.7
COc1cc(Cl)ccc1-n1c(CCC(=O)NCCCOC(C)C)cc2c1-c1ccccc1CC2 | -6.8 | -11.0 | 1.6
Cc1ccc(C)c(-n2nnnc2SCC(=O)OCC(=O)Nc2cc(Cl)ccc2Cl)c1 | -5.2 | -7.7 | -7.1

# As entered above.
# Under hcGAS lum, `CN(C)c1ccc(/C=C2\N=C(c3cccc(I)c3)OC2=O)cc1` is entered as -4.5
# Under hcGAS lum, `CC(Oc1cccc(C(C)C)c1)C(=O)NCc1ccnc(N2CCN(C)CC2)c1` (stereo unspecified) is entered as 12.5
# Under hcGAS lum, `Cc1ncsc1C(=O)N1C[C@H]2OC(=O)N(CCCN3CCOCC3)[C@H]2C1` is entered as 3.1
# Under hcGAS lum, `CCc1ccc(-n2c(C(CC)N(CCc3ccc(OC)c(OC)c3)C(=O)Nc3ccccc3C)nc3ccccc3c2=O)cc1` (stereo unspecified) is entered as -3.1
# Under mcGAS lum, `CC(=O)Nc1ccc(C(=O)COc2ccc(F)cc2Br)c(F)c1` is entered as -8.3

# (continued)
molecule | hcGAS lum | mcGAS lum | NPYLR7 ag
Cc1cccc(C)c1N1CC(OCc2ccc(C(=O)c3ccccc3)cc2)c2ccccc2S1(=O)=O (stereo unspecified) | -2.0 | -7.4 | 1.7
COc1ccc(C(C)=O)cc1CN1C(=O)C2(CCC2)ON=C1c1cccc(Cl)c1 | -5.3 | / | 0.4
O=C(/C=C/NCc1ccccc1)C(F)(F)F | -10.1 | / | 7.2
O=C(CC(NCCC1=CCCCC1)C(=O)O)Nc1cc(Cl)ccc1O (stereo unspecified) | -6.8 | -9.8 | -1.2
Cn1cc(-c2cc3c(Nc4cccc(C(F)(F)F)c4)nccc3n2C)cn1 | -4.6 | -8.5 | 10.6
CCNC(=S)NN1CCN(C)CC1 | -9.8 | / | 0.1
CCOC(=O)c1c(NC(=O)c2ccc(Cl)c([N+](=O)[O-])c2)sc(C(=O)Nc2ccc(OC)cc2)c1C | -6.4 | -5.2 | 9.7
CN(Cc1noc(C2CCCC2)n1)C(=O)c1ccc(C#CC(C)(C)O)o1 | -5.5 | / | 6.3
CN(C)S(=O)(=O)Nc1ccccc1-n1cc(Br)cn1 | -0.6 | / | -6.0
CCCOC(=O)c1[nH]c2c(c1C)C(=O)CC(C)(C)C2 | -8.4 | / | 9.0
Cc1ccc(/C=N\NC(=O)CSc2nnc(-c3ccc(Cl)cc3)n2-c2ccccc2)o1 | -8.1 | -8.2 | 8.1
CCCCC(=O)N1CCN(c2ccc(Nc3ccc(C)cc3)nn2)CC1 | -3.3 | -6.2 | 2.0
CC(C)C1CN(C(=O)C2CN(C)CCO2)c2ccccc2N1 (stereo unspecified) | -10.7 | / | -24.7
Cc1cnc(C(=O)NCC2(c3ccc4c(c3)OCO4)CCCCC2)cn1 | -9.0 | / | 0.9
Cn1cc(C(=O)NCc2ccccc2OC(F)F)c(-c2cccnc2)n1 | -6.8 | -15.3 | 11.7
CCOc1ccc2nc(NC(=O)/C=C/c3ccc([N+](=O)[O-])cc3)sc2c1 | 0.9 | -0.3 | -11.6
O=S1(=O)N=C(Nc2ccc(Cl)cc2)c2ccccc21 | 5.1 | -8.3 | 6.6
CC(/C=C1\SC(=S)N(C(C(=O)O)c2ccccc2)C1=O)=C\c1ccccc1 (stereo unspecified) | -3.2 | -3.9 | 5.5
CCc1[nH]n(C)c(=O)c1C1=C(N(C)Cc2ccccc2)C(=O)N(c2ccc(OC)cc2)C1=O | -12.7 | -6.9 | 15.3
Cc1cc(C(=O)N2CCCN(C)c3ccc(Cl)cc32)no1 | -3.1 | / | -0.5
N#C/C(=C\c1cc2ccccc2nc1N1CCCCC1)c1nn(CCO)c(N)c1C#N | -3.0 | / | 7.8
Cc1nc2scc(C)n2c1C=C1C(=O)N(C)C(=O)N(C)C1=O | -3.2 | / | 2.4

# Bioassay records as filed in PubChem BioAssay.
